FN deposit inh: inhibitors of fibronectin matrix deposition, primary screen, AH1F cells, Alexa488-fibronectin fluorescence, plate reader. AH1F fibroblasts, overnight. inhibition, % at 12.6 µM. actives 0.086% (n = 350,000);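 active = mean inhibition across replicates of 30% or more, regardless of how many single replicates reach that level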;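 note: positive control wells lacked labelled fibronectin entirely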
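Schedule: 1 h cell adhesion before compound, then overnight fibronectin incubation; test system: AH1F fibroblast monolayer depositing Alexa488-labelled fibronectin into matrix; quantity: 10000 AH1F cells per well; probe or stimulus: fluorescent fibronectin at 24 nM final; signal: fluorescence, ex 485 nm, em 525 nm; evaluation: percent inhibition as loss of matrix-bound fibronectin fluorescence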
LGR2 antag: inhibitors of bursicon-induced LGR2 CRE-luciferase signal, primary screen, cell-based, HEK293, CRE-luciferase reporter, bursicon stimulation; bursicon-stimulated, 4 h; inhibition, % at 9.99 µM; actives 0.35% (n = 380,000);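 active = drop in luminescence signal, shown as inhibition above about 50% in the replicate tests, limit read from the data, passing the limit was not always enough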;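 note: agonist challenge used bursicon conditioned medium at about half maximal strength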
ERAP1 inh: human ERAP1 aminopeptidase inhibitors, primary screen, biochemical, single point, plate reader. Endoplasmic reticulum aminopeptidase 1 (Homo sapiens), Q9NZ08. recombinant ERAP1, Leu-AMC fluorescence, 60 min. inhibition, % at 10.7 µM. actives 0.15% (n = 340,000);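 active = mean replicate inhibition of at least 30%, or all replicates individually reaching that 30% level; inactive = mean below 30% and not every replicate reaching it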;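 note: 0% = neutral control wells and 100% = L-leucinethiol positive control wells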
Target sequence (Q9NZ08 whole entry, looked up): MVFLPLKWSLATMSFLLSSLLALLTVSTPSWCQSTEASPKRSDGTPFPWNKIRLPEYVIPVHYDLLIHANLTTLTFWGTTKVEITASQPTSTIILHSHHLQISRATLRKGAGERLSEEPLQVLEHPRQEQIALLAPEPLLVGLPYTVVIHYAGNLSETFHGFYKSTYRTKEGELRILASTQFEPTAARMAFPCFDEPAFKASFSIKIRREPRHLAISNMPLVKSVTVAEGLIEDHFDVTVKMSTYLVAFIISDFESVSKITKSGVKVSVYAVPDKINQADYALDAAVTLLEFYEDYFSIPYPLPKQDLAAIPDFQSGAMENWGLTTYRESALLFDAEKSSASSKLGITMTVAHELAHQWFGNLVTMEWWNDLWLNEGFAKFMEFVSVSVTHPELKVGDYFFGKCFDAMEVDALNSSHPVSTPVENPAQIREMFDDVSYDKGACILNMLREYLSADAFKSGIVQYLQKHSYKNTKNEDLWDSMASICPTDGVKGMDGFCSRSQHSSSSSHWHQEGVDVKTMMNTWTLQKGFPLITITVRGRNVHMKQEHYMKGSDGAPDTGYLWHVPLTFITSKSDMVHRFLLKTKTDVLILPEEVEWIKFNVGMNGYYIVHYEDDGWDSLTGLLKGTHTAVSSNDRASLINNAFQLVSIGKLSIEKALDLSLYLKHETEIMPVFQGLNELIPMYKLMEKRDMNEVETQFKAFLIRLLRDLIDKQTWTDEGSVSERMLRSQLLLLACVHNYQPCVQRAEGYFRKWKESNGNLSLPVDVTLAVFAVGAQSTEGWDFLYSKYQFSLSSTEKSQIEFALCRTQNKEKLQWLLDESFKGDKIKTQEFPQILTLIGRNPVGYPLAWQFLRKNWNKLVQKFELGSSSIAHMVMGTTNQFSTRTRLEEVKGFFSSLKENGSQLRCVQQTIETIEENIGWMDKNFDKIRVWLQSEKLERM
EWS-Fli inh: EWS/Fli-driven NR0B1 reporter inhibitors, primary screen, A673 cells, NR0B1 luciferase, luminescence, MLPCN library | inhibition, % at 12.6 µM | actives 0.67% (n = 350,000) | viability-normalised | AID 651661, 2012;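 active = mean inhibition of at least 50% after viability correction, with every replicate also passing that limit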;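 note: firefly luciferase signal divided by Alamar Blue viability fluorescence both relative to DMSO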
PAX8 inh HTS: inhibitors of PAX8-driven TPO luciferase reporter, primary screen, RMG-I cells, single concentration. SteadyGlo, 24 h. inhibition, % at 12.6 µM. actives 1.2% (n = 360,000);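 active = mean replicate inhibition at least 60% with every replicate also reaching 60%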;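 note: luciferase light reporting Pax8 driven TPO promoter activity; plate controls were median of neutral control wells for no effect and mitoxantrone controls for full effect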
S100A4 inh HTS: inhibitors of S100A4-myosin IIA peptide binding, primary screen, biochemical, fluorescence polarization, TAMRA-MyoIIA peptide. Protein S100-A4 (Homo sapiens), P26447. inhibition, % at 10.7 µM. actives 0.14% (n = 360,000). AID 652163, 2013;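 active = mean inhibition of at least 70% across replicates, with every replicate also reaching that level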
Target sequence (P26447 whole entry, looked up): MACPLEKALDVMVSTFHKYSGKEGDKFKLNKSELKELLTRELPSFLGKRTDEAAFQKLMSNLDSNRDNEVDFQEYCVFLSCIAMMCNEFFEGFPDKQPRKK
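Assay system: human S100A4 monomer with TAMRA-labelled myosin IIA peptide / Buffer or medium: Calcium-containing HEPES buffer, pH 7.2 / Reagent: TAMRA-labelled myosin IIA heavy-chain peptide probe, 5 nM / Compound: one dose per compound / Timing: polarization read 5 min after assay mix addition, stable 5–60 min / Benchmarks: neutral control DMSO, positive control TFP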
PglD inh: C. jejuni PglD acetyltransferase inhibitors, primary screen, biochemical, DTNB colorimetric, single point. AID 602405, 2012. actives 0.098% (n = 360,000). inhibition, % at 12.5 µM. purified PglD enzyme, DTNB colorimetric CoA detection. UDP-N-acetylbacillosamine N-acetyltransferase PglD (Campylobacter jejuni); in the data active = inhibition above about 16%, passing the limit was not always enough; note: strong numbers were not always called active
PGC1a acetyl inh: inhibitors of PGC1a acetylation signal, primary screen, cell-based, U2OS, AlphaScreen, inhibitor mode | AlphaScreen anti-acetyl-lysine; with virally co-expressed GCN5 acetyltransferase | inhibition, % at 15.6 µM | actives 0.17% (n = 350,000) | AID 651687, 2012;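 active = every replicate shows inhibition of at least 40%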;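 note: 0% = neutral control wells and 100% = positive control wells; some results beyond the cut were filed as inactive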
* = called active by the depositor; x = no result given; & = joins results of further samples.

cpd	Structure	FN deposit inh	LGR2 antag	ERAP1 inh	EWS-Fli inh	PAX8 inh HTS	S100A4 inh HTS	PglD inh	PGC1a acetyl inh
1	C[C@H](CO)N1C[C@H](C)[C@H](CN(C)C)Oc2cc(C#CC3CC3)ccc2S1(=O)=O	x	-9	-4	-1	x	7	2	11
2	NCCc1nc(-c2ccccc2)cs1	7	6	0	-1	5	-7	-5	5
3	CCCCCN1CC(O)=C(c2ccccc2)C1=N	-7	x	x	x	8	x	0	12
4	Cc1cc(C(=O)Nc2cccc3c2O[C@@H](CN(C)C(=O)NC2CCCCC2)[C@@H](C)CN([C@@H](C)CO)C3=O)n(C)n1	x	21	-1	-3	-6	1	15	2
5	Cc1ccc(S(=O)(=O)/N=S(/c2ccccc2)C(C)C)cc1 (stereo unspecified)	2	7	46*	3	4	-3	x	2
6	Cc1cc2nc(NCCCO)n(CC(=O)c3cc(C(C)(C)C)c(O)c(C(C)(C)C)c3)c2cc1C	2	1	x	26	-9	1	0	-1
7	COc1ccc(C=C(C(C)=O)C(C)=O)cc1OC	6	x	x	x	-7	x	0	-8
8	COc1ccccc1C(=O)Nc1nnc(S(=O)(=O)N2CCC(C)CC2)s1	-6	-8	2	x	-9	7	0	-12
9	CC(=O)c1sc2c(c1OC(=O)c1ccc(Cl)cc1Cl)c(=O)n(-c1ccccc1)c(=S)n2-c1ccccc1	-1	15	-3	-7	-15	-14	3	11
10	COc1cccc(C(=O)NCc2n[nH]c(=S)n2-c2cccc(C)c2)c1	x	10	8	-6	x	2	-3	1
11	Cc1ccc(CNc2c(C=O)c(=O)[nH]c3ccccc23)cc1	0	-26	-2	9	14	1	1	3
12	CNC(=O)CN(c1cc(OCCOC)c(Cl)cc1Cl)S(=O)(=O)c1ccc(OC)cc1	3	-1	-3	-9	-7	-1	x	-1
13	CCOc1ccc2nc(SCC(=O)NC(=O)C(C)C)sc2c1	-17	-12	-1	-14	-6	-3	4	5
14	C/C=C/c1ccc([C@H]2[C@H](CO)N(C(C)=O)C23CN(S(C)(=O)=O)C3)cc1	x	-2	2	-3	-2	-3	x	3
15	COc1ccc(C(=O)NC(C(=O)N2CCN(C/C=C/c3ccccc3)CC2)C(C)C)cc1 (stereo unspecified)	4	19	14	16	-2	-19	1	12
16	CN(C(=O)COC(=O)c1ccc(Cl)nc1)C1CCS(=O)(=O)C1 (stereo unspecified)	x	-5	-7	0	9	-1	1	x
17	C[C@]12CCC3C(CC=C4C[C@@H](O)CC[C@@]43C)C1CCC2[C@]1(C)CCC(=O)O1 (stereo partly specified)	5	-13	-1	6	30	-2	0	x
18	CC1CC(C)CN(C(=O)c2cccc(N3C(=O)c4ccccc4C3=O)c2)C1 (stereo unspecified)	-1	-23	-1	2	-15	0	-3	-6
19	CCOC(=O)c1ccc(NC(=O)NCCc2cnc[nH]2)cc1	-6	-5	3	-24	7	-3	4	x
20	C=CCCC(=O)NC1CCCc2c1cnn2-c1ccccc1F (stereo unspecified)	1	13	-2	11	4	10	7	16
21	Cc1ccc(S(=O)(=O)NCC(=O)N2CCCCC2)cc1	-2	1	1	4	-1	-9	-3	5
22	O=C(C[C@H]1CC[C@H](NC(=O)C2CCOCC2)[C@@H](CO)O1)NCc1ccccc1Cl	-1	0	-4	-1	-8	37	2	8
23	Cc1ccc(N2C(=O)CN=C2Nc2nc(C)cc(C)n2)cc1	-9	1	x	-2	2	3	x	x
24	CN(C)c1nc(OCCNC(=O)Nc2ccccc2)nc(N2CCOCC2)n1	14	x	x	x	12	x	-5	-3
25	CC(C)c1[nH]nc2c1C(c1cccc(C(F)(F)F)c1)N(c1ccccc1)C2=O (stereo unspecified)	5	0	0	-6	-6	0	x	x

Three structures out of the list, arranged by formula weight, high to low:
cpd	Structure	FN deposit inh	LGR2 antag	ERAP1 inh	EWS-Fli inh	PAX8 inh HTS	S100A4 inh HTS	PglD inh	PGC1a acetyl inh
1	C[C@H](CO)N1C[C@H](C)[C@H](CN(C)C)Oc2cc(C#CC3CC3)ccc2S1(=O)=O	x	-9	-4	-1	x	7	2	11
13	CCOc1ccc2nc(SCC(=O)NC(=O)C(C)C)sc2c1	-17	-12	-1	-14	-6	-3	4	5
11	Cc1ccc(CNc2c(C=O)c(=O)[nH]c3ccccc23)cc1	0	-26	-2	9	14	1	1	3

Gathered by group, the entries above containing fluorine
cpd	Structure	FN deposit inh	LGR2 antag	ERAP1 inh	EWS-Fli inh	PAX8 inh HTS	S100A4 inh HTS	PglD inh	PGC1a acetyl inh
20	C=CCCC(=O)NC1CCCc2c1cnn2-c1ccccc1F (stereo unspecified)	1	13	-2	11	4	10	7	16
25	CC(C)c1[nH]nc2c1C(c1cccc(C(F)(F)F)c1)N(c1ccccc1)C2=O (stereo unspecified)	5	0	0	-6	-6	0	x	x

Returning to the listing, starting 2 compounds before the break.
cpd	Structure	FN deposit inh	LGR2 antag	ERAP1 inh	EWS-Fli inh	PAX8 inh HTS	S100A4 inh HTS	PglD inh	PGC1a acetyl inh
24	CN(C)c1nc(OCCNC(=O)Nc2ccccc2)nc(N2CCOCC2)n1	14	x	x	x	12	x	-5	-3
25	CC(C)c1[nH]nc2c1C(c1cccc(C(F)(F)F)c1)N(c1ccccc1)C2=O (stereo unspecified)	5	0	0	-6	-6	0	x	x
26	O=C(CCC1CCCC1)N1CCC(N2CCN(c3ccccc3)CC2)CC1	7	x	x	x	10	x	-4	-8
27	Cc1nc(-c2ccc3c(c2)OCCO3)cs1	-9	-101	-4	-27	-119	-1	x	x
28	CN(C(=O)COC(=O)CCC(=O)c1ccc(F)cc1)C1CCCCC1	13	5	0	-6	0	1	x	-7
29	CCOc1ccc(CCNC(=O)c2nn(C)c3c2CS(=O)(=O)c2ccccc2-3)cc1	4	0	-2	-1	-2	7	1	-3
30	CN(C)CCCNC(=O)C[C@H]1CC[C@@H]2[C@H](COc3ccc(NC(=O)c4ccc5c(c4)OCO5)cc3C(=O)N2C)O1	-11	1	-1	-27	-38	-16	0	2
31	COc1ccccc1NS(=O)(=O)c1ccc(C)c(C(=O)Nc2cc(C)on2)c1	5	3	-1	8	-10	1	1	1
32	CN1CCN(CCCNC(=O)CCN2C(=O)COc3ccccc32)CC1	-10	-3	1	x	-9	1	2	-4
33	CCCc1c2ccccc2nc2ccccc12	-1	-1	x	x	3	x	-3	-9
34	CNC[C@H]1OCc2cnnn2CCCC(=O)N([C@H](C)CO)C[C@@H]1C	-10&4	7&6	2&0	4&-3&-3	3&-7&-4	14&-1	-3&-1	2&8&-1
35	O=S(=O)(c1ccccc1)N1[C@@H](CO)[C@@H]2c3ccccc3NC[C@@H]21	-2	-9	1	-2	-6	16	-3	-13
36	COc1cccc(S(=O)(=O)Nc2ccc3c(c2)C(=O)N(C)C[C@H](OC)[C@H](C)CN(Cc2ccccc2F)[C@H](C)CO3)c1	-9	7	2	7	10	2	4	-13
37	Cc1ccccc1-c1ccc([C@@H]2[C@H](CO)N3CCCCN(S(=O)(=O)Cc4ccccc4)C[C@@H]23)cc1	15	0	x	57*	-24	x	1	-12
38	COCCN1CCn2c(nc3cc(NS(C)(=O)=O)ccc32)C1	-2	11	-2	1	2	-3	-1	-3
39	CCCC#Cc1ccc2c(c1)O[C@@H](CN(C)CCC)[C@@H](C)CN([C@@H](C)CO)S2(=O)=O	x	-6	-1	19	x	-5	-1	-7
40	O=C(/C=C/c1ccccc1Cl)N(c1ccccn1)C1CCCCC1	2	3	x	x	21	x	0	x
41	COc1ccc(CN2C[C@@H](C)[C@@H](OC)CN(C)C(=O)c3cc(NC(C)=O)ccc3OC[C@H]2C)cc1	0	13	2	-3	x	5	0	-7
42	CC(C)c1nc(SCC(=O)Nc2ccc([N+](=O)[O-])cc2Br)n[nH]1	-1	5	-3	1	-11	-1	1	0
43	O=C(C[C@@H]1CC[C@H](NS(=O)(=O)c2ccccc2)[C@H](CO)O1)NCc1ccccc1F	x	4	-1	3	1	4	2	12
44	Cc1ccc(-c2csc(NC(=O)Cc3ccc(F)cc3)n2)o1	-2	-18	15	-1	11	-4	4	5
45	CC(C)NC(=O)N(C)C[C@H]1Oc2c(NS(=O)(=O)c3ccc(F)cc3)cccc2C(=O)N([C@@H](C)CO)C[C@H]1C	7	-2	0	-2	-5	7	-3	-10
46	COc1ccc(Cn2c(=O)cc(N)n(-c3ccccc3C)c2=O)cc1	0	-7	x	14	26	-9	2	x
47	N#C/C(=C\c1ccccc1[N+](=O)[O-])c1nc(C2CC2)cs1	7	-8	x	x	-39	x	-3	5
48	O=C1OCCN1CC(=O)N1CCc2c([nH]c3ccccc23)C1c1ccccn1 (stereo unspecified)	-34	0	-3	1	1	-2	-4	-4
49	O=C(C[C@@H]1CC[C@@H](NC(=O)Nc2ccc3c(c2)OCO3)[C@@H](CO)O1)NCc1ccc(Cl)cc1	-16	-11	-1	-14	-39	-17	4	4
50	CO[C@@H]1CN(C)C(=O)c2cc(NC(=O)Nc3ccccc3Cl)ccc2OC[C@@H](C)N(Cc2ccccc2C(=O)O)C[C@H]1C	0	-19	3	2	-2	1	-3	-1
51	CCOC(=O)C1=CCC(c2ccccc2)N(S(=O)(=O)c2ccc(C)cc2)[C@H]1CC (stereo partly specified)	-1	-2	-5	-2	-1	-3	x	x
52	C[C@H](CO)N1C[C@H](C)[C@H](CN(C)C(=O)Nc2cccc3ccccc23)Oc2ccc(NS(C)(=O)=O)cc2CC1=O	x	17	0	x	2	1	2	0
53	O=C(c1ccco1)N1CCN(C(=S)Nc2cccc([N+](=O)[O-])c2)CC1	1	-22	8	9	30	0	x	-12

Record cards, as listed above:
O=C(C[C@@H]1CC[C@@H](NC(=O)Nc2ccc3c(c2)OCO3)[C@@H](CO)O1)NCc1ccc(Cl)cc1 as listed: FN deposit inh: -16; LGR2 antag: -11; ERAP1 inh: -1; EWS-Fli inh: -14; PAX8 inh HTS: -39; S100A4 inh HTS: -17; PglD inh: 4; PGC1a acetyl inh: 4
CCOC(=O)c1ccc(NC(=O)NCCc2cnc[nH]2)cc1 as listed: FN deposit inh: -6; LGR2 antag: -5; ERAP1 inh: 3; EWS-Fli inh: -24; PAX8 inh HTS: 7; S100A4 inh HTS: -3; PglD inh: 4; PGC1a acetyl inh: x
